High-throughput results from PubChem BioAssay.
esBAF inh = blocks esBAF chromatin remodeling in mouse ES cells; Bmi1-luciferase knock-in reporter, 24 h; 100% = twice the neutral-well signal; reporter increase, % at 12.5 µM; hit rate 2% among 350,000; AID 602393; in the data active means activation above about 40%;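 further: 0% = median of the plate's neutral control wells and 100% = double that signal; a rise in the Bmi1 reporter signal indicates esBAF inhibition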
E-sel inducer = E-selectin induction on HUVECs | hit rate 0.37% among 260,000 | HUVEC E-selectin immunofluorescence imaging; normalized: neutral wells 0, TNF-alpha wells 100 | activation, % at 7.58 µM;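 active means mean E-selectin-positive cell signal at least 10% of the positive control, reached in at least 60% of replicates, without over 20% cell loss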;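 further: in these data hits start at about 27%; measured in HUVEC primary endothelial cells; signal is the percent of cells scored E-selectin positive by PE staining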
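System: HUVEC, human umbilical vein endothelial cells; quantity: 3,000 cells/well; buffer or medium: EGM-2 medium, gelatin-coated wells; dosing: single-point compound dose; detection: immunofluorescence imaging; evaluation: % PE-positive cells; benchmarks: TNF-alpha, DMSO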
RAD52 inh = blocks human RAD52 DNA annealing; recombinant RAD52 DNA annealing, FRET fluorescence; hit rate 0.46% among 360,000; P43351; inhibition, % at 18.7 µM;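 active means every replicate showing at least 50% inhibition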
ARNT TACC3 PPI = disrupts binding between human ARNT and TACC3 | AlphaScreen His-ARNT PAS-B/GST-TACC3 binding, luminescence; TACC3 fragment carries E629A point mutation | inhibition, % at 9.99 µM | hit rate 0.66% among 390,000;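 active means mean inhibition of replicates at least 50% and at least half of replicates each reaching 50%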;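 further: 0% = complete ARNT plus TACC3 wells and 100% = ARNT alone without TACC3; many hits fall short of the cut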
PglD DTNB = blocks C. jejuni PglD acetyltransferase activity; purified PglD enzyme, DTNB colorimetric CoA detection; hit rate 0.098% among 360,000; AID 602405; inhibition, % at 12.5 µM; in the data active means inhibition above about 16%, passing the limit was not always enough; further: strong numbers were not always called active
Casp6 inh = caspase-6 (human) enzyme inhibition; P55212; purified caspase-6, Z-VEID-R110 cleavage fluorescence; inhibition, % at 12.5 µM; hit rate 0.53% among 350,000; AID 686996;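 active means mean inhibition across replicates at least about 35%, with every replicate also reaching that limit, limit read from the data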;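 further: 0% = median of neutral control wells and 100% = no fluorescence left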
Target sequence (P55212 24-179 limits assumed): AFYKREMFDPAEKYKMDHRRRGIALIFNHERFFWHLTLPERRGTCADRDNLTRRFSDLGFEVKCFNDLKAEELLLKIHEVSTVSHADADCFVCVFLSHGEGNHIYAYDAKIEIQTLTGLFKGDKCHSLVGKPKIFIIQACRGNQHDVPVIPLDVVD
Target sequence (P55212 194-293 limits assumed): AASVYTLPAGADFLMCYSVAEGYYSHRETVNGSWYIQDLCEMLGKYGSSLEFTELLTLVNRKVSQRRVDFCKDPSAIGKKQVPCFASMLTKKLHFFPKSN
ERp5 block = blocks human ERp5 reductase activity on insulin; Q15084; ERp5 insulin aggregation, absorbance 650 nm, 90 min; inhibition, % at 9.99 µM; hit rate 0.05% among 350,000;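 active means mean replicate inhibition above about 25%, with every replicate also reaching it, limit read from the data, passing the limit was not always enough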
Target sequence (Q15084 whole entry, looked up): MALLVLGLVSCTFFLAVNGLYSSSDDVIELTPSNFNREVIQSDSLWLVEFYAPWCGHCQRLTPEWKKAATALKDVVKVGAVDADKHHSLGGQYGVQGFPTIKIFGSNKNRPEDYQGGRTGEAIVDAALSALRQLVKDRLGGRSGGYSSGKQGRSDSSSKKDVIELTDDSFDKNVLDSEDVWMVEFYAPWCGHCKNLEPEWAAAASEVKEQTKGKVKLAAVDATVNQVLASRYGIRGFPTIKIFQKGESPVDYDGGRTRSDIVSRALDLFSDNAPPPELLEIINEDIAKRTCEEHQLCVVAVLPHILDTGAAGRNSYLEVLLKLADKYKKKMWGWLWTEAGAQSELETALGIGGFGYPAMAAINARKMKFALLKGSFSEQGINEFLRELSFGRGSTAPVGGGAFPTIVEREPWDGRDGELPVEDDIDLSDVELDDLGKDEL
RAD54 branch = blocks human RAD54 Holliday junction branch migration; Q92698; FAM/BHQ fluorescence; inhibition, % at 10.4 µM; hit rate 0.14% among 360,000;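 active means mean normalized replicate activity at least 40 and at least half of replicates scoring 40 or more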;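 further: 0% = median of neutral control wells and 100% = median of positive control wells; inhibitors cause a drop in the FAM fluorescence signal; in these data hits start at about 50%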
Numbers without * were called inactive; . = not tested or not shown.

SMILES	esBAF inh	E-sel inducer	RAD52 inh	ARNT TACC3 PPI	PglD DTNB	Casp6 inh	ERp5 block	RAD54 branch
CCCc1cc(=O)[nH]c(SCC(=O)Nc2ccc3ccccc3c2)n1	-0.4	1.2	-3.1	1.6	-4.1	0.2	-0.1	11.0
CN(CC(=O)Nc1ccc(Cl)c(C(F)(F)F)c1)C(=O)CNC(=O)C1CCCCC1	2.1	.	-20.1	9.1	2.4	-0.9	5.8	3.5
CCOC(=O)c1cc(NC(=O)c2ccc(C)cc2)c(=O)oc1-c1ccccc1	-6.2	.	.	-11.7	-4.7	.	.	-2.1
CC1(CO)COC(c2ccccc2)=N1 (stereo not given)	.	3.8	-8.3	-2.1	0.0	-3.0	3.7	-2.7
COc1ccc(NC(=O)Nc2ccc3c(c2)CC(=O)N([C@H](C)CO)C[C@@H](C)[C@H](CN(C)S(=O)(=O)c2c(C)noc2C)O3)cc1	-3.9	.	10.1	12.3	2.4	-1.4	-4.6	-1.3
CC1CN(C(=O)CSc2nnc3c(Cl)cc(Cl)cn23)CC(C)O1 (stereo not given)	-5.0	.	.	3.5	-2.9	.	.	-3.6
CCN(C(=O)c1cc2c(=O)n3ccccc3nc2s1)C1CCCCC1	58.0*	0.0	-4.5	-12.3	1.4	-3.2	-1.0	9.8
C[C@H](CO)N1C[C@H](C)[C@@H](CN(C)Cc2ccncc2)Oc2ncc(C#CC3CC3)cc2C1=O	3.1	-0.2	0.6	-1.1	13.6	-0.1	-2.9	3.1
CC(C(=O)OCC(=O)NC1CCCCC1)N1C(=O)c2ccccc2C1=O (stereo not given)	-2.7	-0.3	-4.1	4.7	0.6	2.9	4.4	2.5
CO[C@H]1CN(C)C(=O)c2cc(NC(=O)C3CCC3)ccc2OC[C@H](C)N(Cc2nccs2)C[C@@H]1C	-3.3	0.1	6.7	-8.6	-0.8	0.4	-3.0	-4.5
N#C[C@H]1[C@H](c2ccc(-c3cccc(F)c3)cc2)[C@H](CO)N1C(=O)c1cccnc1	-2.5	-0.2	-17.0	4.5	-0.6	2.7	-5.3	3.1
CCC(=O)N1CCCN(S(=O)(=O)c2ccc(C)cc2)C1c1ccc(OC)cc1 (stereo not given)	-0.3	.	-18.2	-2.0	-2.8	1.9	4.8	4.6
C[C@H](CO)N1C[C@H](C)[C@@H](CN(C)C(=O)Nc2ccc(C(F)(F)F)cc2)Oc2ccc(NC(=O)C3CCCCC3)cc2CC1=O	-4.7	-1.7	13.3	-8.0	4.8	1.8	0.7	-7.7
O=C(C1CCOCC1)N1CC(=O)N2[C@H](CO)[C@H](c3ccc(C#CC4CCCC4)cc3)[C@@H]2C1	.	-0.5	-3.8	.	.	1.8	-2.1	.
COc1nc(C)ccc1-c1noc(-c2ccccn2)n1	-26.2	.	-9.2	26.7	3.2	3.3	-0.5	-1.1
CC1Cc2ccccc2N1c1ncnc2nc[nH]c12 (stereo not given)	3.0	.	.	-4.9	-2.5	.	.	18.1
Cc1ccc(NC(=O)CSc2nnc(N)s2)cc1S(=O)(=O)N1CCCCC1	8.4	-0.6	5.7	-7.1	-4.9	6.6	-0.3	-3.0
CC(C)CC(O)C1CCN(C(=O)CCc2nnc(-c3ccc4c(c3)OCO4)o2)CC1 (stereo not given)	-0.7	0.0	-12.3	.	-1.0	2.0	1.8	5.0
COc1cc(OC)cc(-c2nnc(SCC(=O)N3CCCCC3)o2)c1	8.9	-0.3	1.4	.	-5.5	3.0	-4.7	-0.1
N#Cc1c(C(F)(F)F)cc(-c2cccs2)nc1SCc1ccc(Cl)nc1	-8.2	.	.	-13.7	-7.2	.	.	-1.6
CCn1ncc(Br)c1C(=O)Nc1c(C)nn(Cc2c(F)c(F)c(F)c(F)c2F)c1C	5.0	0.3	-3.4	-2.5	7.4	-110.9	1.6	-5.7
O=C(CN1CCOCC1)N[C@H]1CC[C@H](CCNC(=O)C2CCC2)O[C@H]1CO	1.7	0.2	48.2	21.5	3.6	-1.5	1.0	-17.7
COc1ccc(NC(=O)Nc2ccc3c(c2)CC(=O)N([C@H](C)CO)C[C@@H](C)[C@@H](CN(C)S(=O)(=O)c2cn(C)cn2)O3)cc1	0.9	.	-4.6	.	0.8	-1.2	-0.3	1.8
Cc1cc(=O)n2nc(N3CCC(C(=O)NCc4ccccc4Cl)CC3)sc2n1	6.9	.	1.6	.	0.7	0.7	7.7	3.5
CO[C@H]1CN(C)C(=O)c2cc(NS(=O)(=O)c3cn(C)cn3)ccc2OC[C@@H](C)NC[C@@H]1C	-8.7	0.0	-6.8	-12.9	-0.7	1.5	-2.4	7.1
COc1cccc(NC(=O)Cn2c(=O)n(CCC(=O)NC3CCN(Cc4ccccc4)CC3)c(=O)c3ccccc32)c1	.	.	-4.8	0.1	.	-1.7	17.5	.
CC1CC(C)(C)NC(=S)N1CCCC(=O)Nc1ccccc1F (stereo not given)	.	-0.1	-24.3	-5.8	.	-4.1	-0.4	.
C#Cc1ccc([C@@H]2C=C(C(=O)OCC=C)O[C@H](OCc3ccc(CO)cc3)C2)cc1	-1.5	-0.1	-10.4	-0.8	1.0	3.0	-1.9	-3.9
Cc1ccc2[nH]c3c(=O)n(CC(=O)Nc4ccccc4N4CCN(C)CC4)ncc3c2c1	-7.1	-1.8	-7.1	1.7	0.7	-6.8	.	1.6
C[C@@H]1CCCCO[C@H](CN(C)Cc2ccc(C(F)(F)F)cc2)[C@H](C)CN([C@H](C)CO)C(=O)c2cc(NC(=O)c3ccccc3)ccc2O1	3.6	-0.1	-85.6	-3.8	-1.0	1.3	-1.1	0.4
C[C@@H]1CN([C@@H](C)CO)C(=O)c2cccc(NC(=O)C3CC3)c2O[C@@H]1CN(C)Cc1ccc(C(=O)O)cc1	0.3	-0.2	8.1	-3.5	-6.3	1.4	1.1	7.9
CC1(C(=O)NCc2ccccc2Br)CCN1Cc1ccc(-c2ccccn2)cc1 (stereo not given)	9.5	-0.2	-17.1	.	0.4	-3.2	2.3	-4.6
COc1ccc(S(=O)(=O)N(C)C[C@H]2OCCCC[C@H](C)Oc3ccc(NC(=O)Nc4c(C)noc4C)cc3C(=O)N([C@@H](C)CO)C[C@@H]2C)cc1	-0.1	-0.1	-28.8	3.3	-1.6	-2.4	1.6	3.1
Cc1ccsc1/C=C/C(=O)O	-2.8	-0.1	-5.9	-0.1	3.9	4.1	6.3	-10.2
C=CCn1c(=N)n(CC(=O)c2ccc(Br)cc2)c2ccccc21	-6.9	0.7	0.9	2.5	-6.8	-1.4	2.3	-5.9
COc1ccc(NS(=O)(=O)c2ccc(C)cc2)c([N+](=O)[O-])c1	.	0.9	16.3	1.5	-2.7	0.7	2.5	0.5
CCC(=O)Nc1ccccc1C(=O)OCC(=O)c1cccc2ccccc12	6.2	.	.	-2.9	0.8	.	.	4.7
Cn1cnc(CCNC(=O)C[C@H]2CC[C@H]3[C@@H](COC[C@H](O)CN3C(=O)Nc3ccc(F)cc3)O2)c1	9.1	0.1	6.6	-4.6	0.0	-1.7	7.2	-2.5
C=CCn1c(Sc2nc(C)cs2)nc2c1c(=O)[nH]c(=O)n2C	-1.6	.	.	-2.5	1.3	.	.	9.4
COc1ccc(N(CC(=O)Nc2ccc(C)cn2)S(=O)(=O)c2c(C)nn(C)c2C)cc1	-0.7	1.3	-6.4	-2.9	-1.1	1.0	-4.0	-9.6
CCOC(=O)[C@]12CCC=C1N(Cc1ccccc1)C(=O)[C@H](CC(=O)N1CCN(C(=O)c3ccco3)CC1)C2	.	0.1	-13.3	.	.	-2.7	-2.1	.
COc1cccc(NC(=O)NC2CCN(Cc3nnnn3Cc3ccc4c(c3)OCO4)CC2)c1	-5.6	-0.2	-9.6	2.1	-3.7	2.0	1.1	-0.9
COc1ccc(CC(=O)Nc2nc3ccccc3s2)cc1S(=O)(=O)N1CCOCC1	9.5	-0.3	.	-5.3	-0.6	.	.	2.2
CCOC(=O)c1[nH]c(C)c(C(=O)Nc2ccc(F)cc2)c1C	8.5	.	-19.3	-5.5	-7.0	-2.4	1.8	-0.6
O=C(C[C@@H]1CC[C@@H]2[C@H](COC[C@H](O)CN2C(=O)c2ccc(F)cc2)O1)N1CCOCC1	-2.3	0.0	-0.8	2.4	-1.9	-1.7	-1.3	1.3
C[C@H]1CN([C@@H](C)CO)C(=O)c2cc(C3=CCCCC3)cnc2O[C@@H]1CN(C)C(=O)c1ccccn1	3.5	-0.4	6.4	-2.4	-1.8	-4.4	-0.1	3.8
N#Cc1ccc(-c2cn3c(n2)SCC3)cc1	60.5*	.	-8.8	30.4	2.5	-4.8	-5.1	-8.4
CC(=O)NCCNC(=O)c1ccc(Sc2ccccc2)c([N+](=O)[O-])c1	4.2	.	-16.5	-9.3	11.4	-0.6	6.8	1.6
Cc1onc(-c2ccccc2)c1C(=O)NNC(=S)NC(=O)c1ccc(Br)cc1	.	.	-10.0	7.8	-0.3	-4.2	3.4	-3.7
CCCC(=O)Nc1c(-c2cccc(C)c2)c(=O)c2ccccc2n1C	-4.4	0.1	-4.2	-19.1	-0.4	1.9	1.5	1.4
CC1(C)C2CCC1(CS(=O)(=O)N1CCCC1C(=O)O)C(=O)C2 (stereo not given)	3.9	-0.3	-10.3	-5.7	-3.0	0.1	1.8	-4.6
COc1cccc(/C=N/Nc2cc(C)nc(-c3ccccc3O)n2)c1O	.	-5.9	-11.3	0.9	.	0.7	1.6	.

An excerpt of the results above:
SMILES	esBAF inh	E-sel inducer	RAD52 inh	ARNT TACC3 PPI	PglD DTNB	Casp6 inh	ERp5 block	RAD54 branch
Cn1cnc(CCNC(=O)C[C@H]2CC[C@H]3[C@@H](COC[C@H](O)CN3C(=O)Nc3ccc(F)cc3)O2)c1	9.1	0.1	6.6	-4.6	0.0	-1.7	7.2	-2.5
C=CCn1c(Sc2nc(C)cs2)nc2c1c(=O)[nH]c(=O)n2C	-1.6	.	.	-2.5	1.3	.	.	9.4
COc1ccc(N(CC(=O)Nc2ccc(C)cn2)S(=O)(=O)c2c(C)nn(C)c2C)cc1	-0.7	1.3	-6.4	-2.9	-1.1	1.0	-4.0	-9.6
CCOC(=O)[C@]12CCC=C1N(Cc1ccccc1)C(=O)[C@H](CC(=O)N1CCN(C(=O)c3ccco3)CC1)C2	.	0.1	-13.3	.	.	-2.7	-2.1	.
COc1cccc(NC(=O)NC2CCN(Cc3nnnn3Cc3ccc4c(c3)OCO4)CC2)c1	-5.6	-0.2	-9.6	2.1	-3.7	2.0	1.1	-0.9
COc1ccc(CC(=O)Nc2nc3ccccc3s2)cc1S(=O)(=O)N1CCOCC1	9.5	-0.3	.	-5.3	-0.6	.	.	2.2
CCOC(=O)c1[nH]c(C)c(C(=O)Nc2ccc(F)cc2)c1C	8.5	.	-19.3	-5.5	-7.0	-2.4	1.8	-0.6
O=C(C[C@@H]1CC[C@@H]2[C@H](COC[C@H](O)CN2C(=O)c2ccc(F)cc2)O1)N1CCOCC1	-2.3	0.0	-0.8	2.4	-1.9	-1.7	-1.3	1.3
C[C@H]1CN([C@@H](C)CO)C(=O)c2cc(C3=CCCCC3)cnc2O[C@@H]1CN(C)C(=O)c1ccccn1	3.5	-0.4	6.4	-2.4	-1.8	-4.4	-0.1	3.8
N#Cc1ccc(-c2cn3c(n2)SCC3)cc1	60.5*	.	-8.8	30.4	2.5	-4.8	-5.1	-8.4
CC(=O)NCCNC(=O)c1ccc(Sc2ccccc2)c([N+](=O)[O-])c1	4.2	.	-16.5	-9.3	11.4	-0.6	6.8	1.6
Cc1onc(-c2ccccc2)c1C(=O)NNC(=S)NC(=O)c1ccc(Br)cc1	.	.	-10.0	7.8	-0.3	-4.2	3.4	-3.7
